Nrf2 inh: Nrf2 pathway inhibition; AID 504444; Potency, µM (titrated, usually from 46 µM), for inactives: at the top dose activity change, negative = inhibition, actives largely listed as inhibitors; A549 ARE-Fluc reporter, luciferase luminescence, 18-24 h; actives 2.1% (n = 360,000); also: potency is read from the fitted curve at half-maximal effect; % is scaled to controls: 0 for no effect and ±100 for the full control effect; nearly all actives have a fitted effect of over 60% in size
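Quantitative HTS in A549 cells stably bearing an antioxidant response element-firefly luciferase construct. Inhibition of Nrf2-driven transcription was scored by luminescence after 18-24 h of compound exposure at 37 °C.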
ATXN2 expr inh: inhibitors of ATXN2 expression | HEK-293 ATXN2-luciferase reporter, luminescence, 24 h | Potency, µM (series often up to 57 µM), for the others: at the highest dose activity change, negative = inhibition, usual class: inhibitors | actives 0.72% (n = 360,000); also: potency is read from the fitted curve at half-maximal effect; % is scaled to controls: 0 for no effect and ±100 for the full control effect; nearly all actives have a fitted effect of over 55% in size
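ATXN2-luciferase reporter cells (luciferase flanked by upstream and downstream ATXN2 gene portions) were treated 24 h at 37 °C with compounds at up to 57 uM. SteadyGlo luminescence gave expression; GF-AFC fluorescence gave viability.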
EPAC2 ag: EPAC2 (human) agonism; EPAC2 activation, biochemical qHTS; response scale: 100% = 6.5 mM cAMP response; Potency, µM (highest dose often 154 µM), for the others: at the highest dose activation, actives largely listed as activators; actives 0.079% (n = 360,000); AID 720711; also: potency is read from the fitted curve at half-maximal effect; nearly all actives have a fitted effect of over 50% in size
Target sequence (Q8WZA2 whole entry, looked up): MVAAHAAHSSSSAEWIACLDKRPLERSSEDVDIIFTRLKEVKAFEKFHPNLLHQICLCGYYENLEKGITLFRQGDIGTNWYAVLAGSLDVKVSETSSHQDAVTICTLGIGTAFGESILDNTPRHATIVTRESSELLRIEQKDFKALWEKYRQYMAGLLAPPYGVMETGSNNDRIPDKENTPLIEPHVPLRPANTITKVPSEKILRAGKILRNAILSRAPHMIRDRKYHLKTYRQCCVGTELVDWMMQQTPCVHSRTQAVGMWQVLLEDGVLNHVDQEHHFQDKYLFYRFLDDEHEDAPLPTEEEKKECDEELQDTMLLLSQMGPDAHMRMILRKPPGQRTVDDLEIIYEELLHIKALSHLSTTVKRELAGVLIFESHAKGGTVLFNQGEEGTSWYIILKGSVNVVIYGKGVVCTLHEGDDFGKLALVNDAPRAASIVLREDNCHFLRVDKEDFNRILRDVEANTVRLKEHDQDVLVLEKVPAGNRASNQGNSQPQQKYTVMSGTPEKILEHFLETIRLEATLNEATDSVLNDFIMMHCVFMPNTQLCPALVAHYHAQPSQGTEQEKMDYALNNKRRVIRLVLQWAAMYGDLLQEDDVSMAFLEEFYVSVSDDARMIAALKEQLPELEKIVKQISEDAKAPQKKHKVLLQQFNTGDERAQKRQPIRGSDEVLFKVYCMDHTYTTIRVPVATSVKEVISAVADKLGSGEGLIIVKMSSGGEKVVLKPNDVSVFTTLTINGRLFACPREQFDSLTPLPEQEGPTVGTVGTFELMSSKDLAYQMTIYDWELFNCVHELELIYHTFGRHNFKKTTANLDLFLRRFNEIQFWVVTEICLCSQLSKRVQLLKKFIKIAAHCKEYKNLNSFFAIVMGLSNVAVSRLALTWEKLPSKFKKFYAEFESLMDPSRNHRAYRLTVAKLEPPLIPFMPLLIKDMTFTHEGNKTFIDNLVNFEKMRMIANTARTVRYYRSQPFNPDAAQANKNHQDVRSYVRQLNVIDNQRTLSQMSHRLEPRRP
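qHTS, titration series. 100 nM EPAC2 / 250 nM Rap1B-BODIPY-GDP / 50 uM GDP; RT; ex 480/em 540 nm, 5-min reads to 30 min. Norm. to 6.5 mM cAMP = activation.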
IL-2 act: IL-2 activation; IL-2 activation reporter assay, cell-based qHTS; stimulated with anti-CD3/CD4/CD28 beads; in transgenic mouse T cells; activation, % (series mostly up to about 46 µM); actives 0.065% (n = 360,000); AID 652025; in the data active = activation above about 50%; inconclusive = mostly about 30% to 49%; also: 0% is about no effect
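First, unstimulated transgenic mouse T cells were exposed to compound for 60 min. Next, anti-CD3/anti-CD4-coated beads with anti-CD28 were added. Finally, after 18 h at 37 degrees C, EGFP and DsRed were imaged.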
HepG2 viability: HepG2 cytotoxicity, counter-screen for TGF-b inhibitors; actives 0.76% (n = 410,000); HepG2 CAGA-GFP viability, ATP luminescence, 18 h; Potency, µM (doses to about 46.1 µM), without a hit: at the top dose activity change, negative = cytotoxicity, usual class: cytotoxic; also: potency is read from the fitted curve at half-maximal effect; some results filed as inactive show a strong effect at the top dose
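CellTiter-Glo luminescence gave cytotoxicity after 18 hours at 37 degrees C. The cells were HepG2 CAGA-GFP in 1% FBS DMEM, stimulated with 500 pg/mL TGF-beta after compound addition. %Activity was normalised to no-cell wells (complete cell-killing) and DMSO (no toxicity), and curves were fitted and classified.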
A549 tox: counter-screen for Nrf2 inhibitors: cytotoxicity in A549 cells. AID 504648. actives 0.16% (n = 390,000). A549 ARE-Fluc cells, CellTiter-Fluor viability, 18-24 h. Potency, µM (highest dose often 46 µM), without a hit: top-dose activity change, negative = cytotoxicity, most hits filed as inhibitors; also: potency is read from the fitted curve at half-maximal effect; % is scaled to controls: 0 for no effect and ±100 for the full control effect
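A549 ARE-Fluc cells in 5% FBS OPTI-MEM, 5000 cells/well, rested 2 h then exposed to compounds in concentration-response for 18-24 h at 37 °C. Viability by CellTiter-Fluor fluorescence (Ex 405/Em 525) after 30 min; luciferase luminescence (BugLite, 15 min, RT) read afterwards.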
ATXN viability: viability counter-screen for ATXN expression inhibitors; S2 cells (HEK-293 line with an ATXN2-luciferase reporter) viability, CellTiter-Fluor protease fluorescence, 24 h; Potency, µM (doses to about 56.7 µM), actives largely listed as cytotoxic; actives 0.49% (n = 400,000); also: potency is read from the fitted curve at half-maximal effect; nearly all actives have a fitted effect of over 40% in size
Nrf2 ARE act: activators of Nrf2 (ARE) signaling | actives 0.31% (n = 410,000) | AREc32 ARE-luciferase reporter (MCF7-derived line), luminescence, 24 h | AID 624171 | Potency, µM (highest dose often 46.1 µM), without a hit: at the top dose activation, most hits filed as activators; also: potency is read from the fitted curve at half-maximal effect; % of control where 0% means no effect; nearly all actives have a fitted effect of over 65% in size
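ARE-driven firefly luciferase activity in AREc32 cells measured after a 24 hr compound exposure at 37 deg C, using Steady-Glo reagent and a 30 min room-temperature hold.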
TGFb SMAD3 inh: TGF-b pathway inhibition; AID 588855; actives 1.2% (n = 410,000); HepG2 CAGA-GFP TGF-b/SMAD3 reporter, GFP fluorescence, 18 h; TGF-beta stimulated, 500 pg/mL final; Potency, µM (doses to about 46.1 µM), for inactives: at the highest dose activity, negative = inhibition, usual class: inhibitors; also: potency is read from the fitted curve at half-maximal effect; % is scaled to controls: 0 for no effect and ±100 for the full control effect; nearly all actives have a fitted effect of over 65% in size
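Smad-responsive CAGA-GFP expression was quantified in HEPG2 cells exposed to compounds and 500 pg/mL final TGF-beta for 18 h at 37 degrees C; unstimulated wells defined full inhibition.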
Starred values were filed as active, the others as inactive; i = inactive; ? = inconclusive; · = no result given; [ ] = another dose, or the depositor's remark. Unless noted, calls follow the shape of the dose curve; as a rule, active = well fitted curve in the direction sought with a large enough effect; inconclusive = small, poorly fitted or top-dose-only effect, or another doubt; inactive = no such curve, though single readings can be large; an effect the other way counts as inactive or inconclusive.

Start of the data: the first 7 records, to show the layout:
| SMILES | Nrf2 inh | ATXN2 expr inh | EPAC2 ag | IL-2 act | HepG2 viability | A549 tox | ATXN viability | Nrf2 ARE act | TGFb SMAD3 inh |
| --- | --- | --- | --- | --- | --- | --- | --- | --- | --- |
| O=C(NCc1ccncc1)c1cccc(S(=O)(=O)Nc2ccc(SC(F)F)cc2)c1 | 15µM* | 1% | -7% | -3.2 | 7% | -21% | i | -0.2% | -13% |
| COc1ccc(CNCCS(=O)(=O)NCc2ccc(OC)cc2)cc1 | 16% | 7% | 5% | -0.2 | 12% | 3% | i | 0.4% | -9% |
| C=C1C(=O)[C@@]23[C@H](O)C[C@@H]4C(C)(C)CC[C@H](O)[C@@]4(C)[C@@H]2CC[C@@H]1[C@H]3O | 18µM* | ? | 0% | -0.7 | 8.9µM* | ? | 7.9µM* | -3.2% | 0.89µM* |
| CCOc1ccc(-n2c(C)c(C(C)=O)c3cc(O)ccc32)cc1 | 3% | · | 3% | 2.5 | -16% | -1% | ? | -0.5% | -11% |
| Cc1nn(-c2ccccc2)c(/N=C/c2ccc(O)cc2)c1-c1ccccc1 | 19% | 16% | 4% | 0.2 | -18% | -8% | ? | 0.4% | -5% |
| CN1CCN(c2ccc(CNC(=O)c3ccc(-c4ccnn4C)c4ccoc34)cc2)CC1 | · | 102%[activator] | 5% | -0.3 | -20% | · | i | 22% | 18% |
| O=C(Cn1c(=O)nc(-c2ccccc2F)c2cc(Cl)ccc21)N1CCN(c2ccccc2F)CC1 | · | · | · | · | -21% | -1% | · | -1.1% | -25% |

Results, from the start:
| SMILES | Nrf2 inh | ATXN2 expr inh | EPAC2 ag | IL-2 act | HepG2 viability | A549 tox | ATXN viability | Nrf2 ARE act | TGFb SMAD3 inh |
| --- | --- | --- | --- | --- | --- | --- | --- | --- | --- |
| O=C(NCc1ccncc1)c1cccc(S(=O)(=O)Nc2ccc(SC(F)F)cc2)c1 | 15µM* | 1% | -7% | -3.2 | 7% | -21% | i | -0.2% | -13% |
| COc1ccc(CNCCS(=O)(=O)NCc2ccc(OC)cc2)cc1 | 16% | 7% | 5% | -0.2 | 12% | 3% | i | 0.4% | -9% |
| C=C1C(=O)[C@@]23[C@H](O)C[C@@H]4C(C)(C)CC[C@H](O)[C@@]4(C)[C@@H]2CC[C@@H]1[C@H]3O | 18µM* | ? | 0% | -0.7 | 8.9µM* | ? | 7.9µM* | -3.2% | 0.89µM* |
| CCOc1ccc(-n2c(C)c(C(C)=O)c3cc(O)ccc32)cc1 | 3% | · | 3% | 2.5 | -16% | -1% | ? | -0.5% | -11% |
| Cc1nn(-c2ccccc2)c(/N=C/c2ccc(O)cc2)c1-c1ccccc1 | 19% | 16% | 4% | 0.2 | -18% | -8% | ? | 0.4% | -5% |
| CN1CCN(c2ccc(CNC(=O)c3ccc(-c4ccnn4C)c4ccoc34)cc2)CC1 | · | 102%[activator] | 5% | -0.3 | -20% | · | i | 22% | 18% |
| O=C(Cn1c(=O)nc(-c2ccccc2F)c2cc(Cl)ccc21)N1CCN(c2ccccc2F)CC1 | · | · | · | · | -21% | -1% | · | -1.1% | -25% |
| CN(N=Nc1ccccc1C(=O)O)C1CCCCC1 | · | · | -3% | 3.5 | -19% | · | i | 5.9% | -3% |
| CCOc1ccc(-c2cc(OC(=O)c3ccc(OC)cc3)c3c(C)oc(C)c3c(=O)c2)cc1 | 2% | -2% | · | · | -7% | 1% | i | 0.0% | 32%[activator] |
| Cc1cc(C)c(NC(=O)c2ccc(S(=O)(=O)N(C)C)cc2)c(C)n1 | 15% | -7% | 1% | -1.8 | -3% | -6% | i | -0.7% | 1% |
| O=C(CN1C(=O)NC(Cc2c[nH]c3ccccc23)C1=O)Nc1cccc(S(=O)(=O)N2CCOCC2)c1 (stereo not given) | 3% | · | -1% | -0.5 | 9% | -3% | i | -0.2% | -1% |
| CCCCN(CCCC)C1=C(C(=O)c2ccccc2)N(CC)S(=O)(=O)c2ccccc21 | ? | -30% | · | · | -21% | ? | i | 0.0% | -9% |
| CCN(Cc1ccccc1)C(=O)C(CC(C)C)NS(=O)(=O)c1ccc2c(c1)CCN2C(C)=O (stereo not given) | -6% | 0% | · | · | -18% | -2% | i | 0.7% | 0% |
| Cc1ccc(C(=O)C(C)OC(=O)CN2C(=O)NC3(CCCC3)C2=O)cc1 (stereo not given) | 5% | 7% | 1% | -1.5 | 7% | 2% | i | -0.6% | -7% |
| Cc1ccc(C)c(C(=O)NC2CC(C)(C)NC(C)(C)C2)c1 | 10% | 3% | 3% | -3.5 | -32% | -13% | i | -0.5% | -1% |
| O=C(c1ccccc1)N1CCN(c2ccc([N+](=O)[O-])c(NCc3cccnc3)c2)CC1 | ? | -11% | -1% | -0.4 | -20% | -18% | ? | 5.2% | -26% |
| CCOC(=O)c1c(C)n(OCc2ccccc2)c2ccc3c(no[n+]3[O-])c12 | ? | -15% | 11% | 3.5 | -1% | -21% | i | -0.8% | 3% |
| CCn1ccnc1C(O)c1ccc(N(C)C)cc1 (stereo not given) | 12% | 8% | -2% | -1.7 | 3% | -2% | i | -0.1% | -4% |
| CC(C)c1nc(SCC(=O)Nc2ccc3c(c2)OCO3)n[nH]1 | 0% | 0% | 0% | -0.2 | 9% | -6% | ? | -0.6% | 15% |
| CCN(C(=O)COC(=O)c1ccc2c(c1)OCO2)c1ccc(F)cc1 | -6% | -9% | 4% | -2.0 | -4% | 10% | i | 0.0% | -16% |
| Cc1ccc(C(=O)/C=C/c2ccc3c(c2)OCO3)o1 | -9% | 7% | 13% | -2.4 | -44% | -2% | i | ? | ? |
| CCS(=O)(=O)N1CCc2cc(C(=O)Nc3ccc(OC)cc3OC)ccc21 | 4% | -2% | · | · | -16% | -10% | i | -0.9% | 2% |
| CCOC(=O)NC(=O)CSc1nc2ccc(OCC)cc2[nH]1 | -10% | -1% | 4% | 1.8 | -10% | -11% | i | -0.6% | 2% |
| CCN(CC)CCNC(=O)c1ccc2c(=O)n3nc(Nc4ccccc4)sc3nc2c1 | · | · | · | · | -33% | -16% | · | 4.2% | -7% |
| COc1cc(CC(=O)OCC(=O)NC2CCCCC2)cc(OC)c1OC | -5% | -2% | 6% | 0.8 | 6% | -6% | i | -0.2% | -15% |
| Cc1nc2ccc(N3C(=O)CCC3=O)cc2[nH]1 | 12% | -7% | 10% | 0.5 | -8% | -5% | i | 0.3% | 6% |
| COC(=O)c1ccc(OCC(O)CN2C(=O)NC(C)(C)C2=O)cc1 (stereo not given) | -20% | 7% | 6% | 0.3 | -1% | -1% | i | 2.3% | -5% |
| O=C(COc1ccc(Cl)cc1)NCC(c1ccco1)S(=O)(=O)c1ccc(Cl)cc1 (stereo not given) | · | · | · | · | -3% | 4% | · | 1.0% | ? |
| O=C(N=Nc1c(O)[nH]c2ccc([N+](=O)[O-])cc12)c1ccccc1Cl | 0% | · | 4% | -0.4 | -9% | -2% | i | ? | -26% |
| COC(=O)C(=Cc1ccc(OCc2ccc([N+](=O)[O-])cc2)c(OC)c1)C(=O)OC | ? | ? | 0%[15.6 µM] | -0.9 | -62% | ? | ? | 8.9µM* | ? |
| Cc1ccc(C)c(NC(=O)c2ccc3c(c2)CCCN3S(C)(=O)=O)c1 | 24% | 20% | · | · | -6% | 0% | i | 0.1% | 6% |
| CC(=O)C1=C(O)C(=O)N(CCC(=O)O)C1c1ccccc1[N+](=O)[O-] (stereo not given) | 19% | 2% | 7% | 0.2 | -5% | 4% | i | 2.4% | 10% |
| COc1cccc(OC)c1/C(O)=C(\C#N)c1nc2ccccc2[nH]1 | 2% | -22% | 7% | -0.2 | -13% | 0% | i | 3.3% | 12% |
| Cc1ccc(OCCCCN2CCCCC2)cc1 | ? | · | 0% | 0.8 | -8% | 1% | · | 0.4% | 6% |
| O=C(OCc1ccccc1)N1CCN(C(c2ccnc3ccccc23)c2nnnn2-c2ccc3c(c2)OCCO3)CC1 (stereo not given) | · | -8% | 17% | -1.1 | · | · | i | 3.4% | · |
| COc1ccccc1Nc1nnc(SCc2cc(=O)n3cc(C)ccc3n2)s1 | 11% | -22% | -3% | -2.3 | -1% | 6% | i | 1.9% | -16% |
| Cc1ccc(-c2cc(C(=O)N3CCCCCC3)no2)cc1 | ? | 3% | 3% | -2.4 | -2% | 3% | i | -0.4% | 6% |
| CCOC(=O)C1=NOC(CNC(=O)c2c(-c3ccccc3Cl)noc2C)C1 (stereo not given) | · | 6% | 7% | -1.9 | 6% | 0% | i | -0.2% | -4% |
| Cc1c(Cl)cccc1NC(=O)c1cc2nc(-c3ccc4c(c3)OCO4)cc(C(F)(F)F)n2n1 | 4% | · | · | · | -2% | 1% | · | -1.0% | -16% |
| CN(c1ccccc1)S(=O)(=O)c1ccc(C(=O)Nc2ncccc2O)cc1 | -1% | -2% | 7% | 4.0 | -11% | 12% | i | 10% | 14% |
| N#Cc1cc(N)c(Nc2ccccc2)cc1C#N | -26% | -16% | 2% | -0.7 | -28% | -10% | i | 0.4% | ? |
| COc1ccc(/C=N\NC(=O)CNC(=O)C(c2ccccc2)c2ccccc2)cc1[N+](=O)[O-] | -4% | ? | 12% | -1.4 | 10% | -1% | i | 3.9% | ? |
| Cc1ccc(C2c3sc(=O)[nH]c3SC3C(=O)NC(=O)C32)cc1 (stereo not given) | -3% | -6% | -5% | -0.2 | -12% | -10% | i | 0.2% | 12% |
| CNC(=O)NC(=O)CSc1nc(-c2cccs2)c(C#N)c(=O)[nH]1 | ? | 0% | 3% | 1.5 | -6% | 3% | i | 1.6% | -4% |

Screening results from PubChem.
